# Screens: PubChem BioAssay, National Center for Advancing Translational Sciences (NCATS)
# TRHR PAM: TRH receptor (human) allosteric enhancement; P34981; TRHR cells, fluo-8 calcium fluorescence, EC20 TRH enhancement; enhancement, % at 2 µM; 360,000 compounds, 0.66% hits; AID 493056; in the data active = enhancement above about 30%; note: 0% is about no effect
#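 Enhancer read-out: after compound pinning and an initial kinetic agonist-mode read, an EC20 of TRH (10 nM final) was injected and fluo-8 calcium signal (Ex 480/Em 530) followed at 1 s/cycle for 100 cycles in TRHR-expressing cells.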
# RXFP1 ag: agonists of human relaxin receptor RXFP1; HEK293T-RXFP1 cAMP TR-FRET, 30 min; response scale: percent of porcine relaxin response, buffer zero; Q9HBX9; Potency, µM (highest dose often 57.5 µM), for the others: at the highest dose activation, actives largely listed as activators; 370,000 compounds, 0.3% hits; active = well fitted activation curve with a large enough effect; inconclusive = small, poorly fitted or top-dose-only effect; note: potency is the fitted concentration of half-maximal effect; % is set by controls: 0 for no effect and ±100 for the full control effect; nearly all actives have a fitted effect of over 60% in size; many of its hits are not listed in these tables
# Target sequence (Q9HBX9 whole entry, looked up): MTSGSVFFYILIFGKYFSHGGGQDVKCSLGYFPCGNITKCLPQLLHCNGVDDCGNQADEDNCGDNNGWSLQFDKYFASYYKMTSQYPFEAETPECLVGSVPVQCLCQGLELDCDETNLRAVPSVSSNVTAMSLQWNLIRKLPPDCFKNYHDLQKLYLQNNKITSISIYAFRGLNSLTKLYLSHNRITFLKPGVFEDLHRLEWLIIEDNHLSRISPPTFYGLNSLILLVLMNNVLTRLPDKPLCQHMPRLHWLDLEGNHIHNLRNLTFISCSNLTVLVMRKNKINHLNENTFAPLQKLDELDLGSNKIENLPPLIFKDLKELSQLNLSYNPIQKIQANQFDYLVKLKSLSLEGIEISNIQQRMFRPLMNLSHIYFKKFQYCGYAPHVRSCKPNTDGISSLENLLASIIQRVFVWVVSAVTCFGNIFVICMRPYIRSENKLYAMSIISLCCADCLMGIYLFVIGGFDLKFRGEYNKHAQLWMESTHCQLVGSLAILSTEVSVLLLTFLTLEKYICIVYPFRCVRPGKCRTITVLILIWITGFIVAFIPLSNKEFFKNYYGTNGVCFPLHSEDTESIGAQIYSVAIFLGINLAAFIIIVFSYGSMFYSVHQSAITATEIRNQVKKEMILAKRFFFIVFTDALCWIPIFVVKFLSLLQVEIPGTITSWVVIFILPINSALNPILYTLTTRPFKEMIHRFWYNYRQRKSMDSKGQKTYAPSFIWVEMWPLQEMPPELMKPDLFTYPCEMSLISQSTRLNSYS
#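 HEK293 cells stably expressing RXFP1, treated 30 min at 37C with compounds plus PDE4 inhibitor Ro 20174; cAMP measured by HTRF TR-FRET. Normalized to buffer and 29 nM porcine relaxin; EC50 by Hill fit.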
# D1 potentiator: potentiators of human D1 dopamine receptor; P21728; HEK293 TREx D1 cells, calcium flux, dopamine EC20 potentiation; potentiation, % at 10 µM; 360,000 compounds, 0.036% hits; in the data active = potentiation above about 30%; note: 0% is about no effect
# RXFP1 antag: antagonists of human relaxin receptor RXFP1; Q9HBX9; HEK293-RXFP1, relaxin-stimulated cAMP HTRF, 30 min; stronger effect = lower value; activity change, negative = inhibition, % at 57.5 µM; 350,000 compounds, 0.59% hits;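 active = activity change of -60% or lower, but not beyond a set lower limit; inconclusive = change between -60% and -40%, or beyond the set limit; inactive = change above -40%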; note: % is set by controls: 0 for no effect and ±100 for the full control effect
# D2 ag: agonists of human D2 dopamine receptor; 340,000 compounds, 0.53% hits; HEK293 T-REx D2 cells, calcium flux agonist mode; activation, % at 2 µM; P14416;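 active = activation over 3 SD above normal in the single-dose calcium agonist read, cut at about 30% in these data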; note: 0% is about no effect
#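 HEK293 Trex D2 cells, tetracycline-induced, o/n 30 C 5% CO2; no-wash Ca dye, RT 30–90 min; 10-cycle baseline, 23 nl cpd added, kinetic Ca read 180 s; agonist hits = positive Ca response.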
# D2 antag: antagonists of human D2 dopamine receptor; P14416; HEK293 TREx D2 cells, calcium flux, dopamine EC80; inhibition, % at 10 µM; 340,000 compounds, 2% hits; AID 485344; in the data active = inhibition above about 30%; note: 0% is about no effect
#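 Measurement of antagonist activity uses fluorescent calcium dye in inducible HEK293 T-REx D2 cells: 10 s baseline, compound addition with 180 s read, EC80 dopamine addition with a further 180 s read.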
# D1 antagonist: antagonists of human D1 dopamine receptor; 360,000 compounds, 3.2% hits; activity change, negative = inhibition, % at 10 µM; HEK293 TREx D1 cells, calcium flux, dopamine EC80; stronger effect = lower value; P21728; AID 504652; in the data active = activity change below about -30%; note: % is set by controls: 0 for no effect and ±100 for the full control effect
#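 Kinetic fluorescence of a calcium dye serves as the read-out. D1-expressing Hek293 Trex cells, induced overnight at 30 C, are exposed to compound for 180 s before an EC80 dopamine addition, then read 180 s further.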
# D1 agonist: human D1 receptor agonism | P21728 | HEK293 T-REx D1 cells, calcium flux, agonist mode | activation, % at 2 µM | 360,000 compounds, 1% hits; in the data active = activation above about 30%; note: 0% is about no effect
#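 Inducible HEK293 T-REx D1 cells, force-coupled to calcium signalling, were plated at 4000 cells/well with tetracycline and held overnight at 30 C. After no-wash calcium dye loading, compound-evoked calcium rise over 180 s flagged agonists.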
# D2 PAM: positive allosteric modulators of human D2 dopamine receptor; P14416; potentiation, % at 10 µM; AID 485347; HEK293 T-REx D2, calcium flux, EC20 dopamine potentiation; 340,000 compounds, 0.34% hits;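 active = potentiation over 3 SD above the plate norm, cut at about 30% in these data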; note: 0% is about no effect
#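 Potentiation of an EC20 dopamine calcium response is measured in a force-coupled, tetracycline-inducible Hek293 Trex D2 line. Compound-only kinetic reads over 180 s flag agonists before dopamine addition.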
# * hit, by the source's call; ? = inconclusive; . = not tested or not shown; & = joins results of further samples; ! = not confirmed by another sample. A portion of the library. The share of hits here may be higher or lower than overall.
SMILES,TRHR PAM,RXFP1 ag,D1 potentiator,RXFP1 antag,D2 ag,D2 antag,D1 antagonist,D1 agonist,D2 PAM
COC(=O)c1cc(NC(=O)CC2Oc3ccccc3NC2=O)cc(C(=O)OC)c1 (stereo not given),7,0.5%,5,5,26,2,0,3,4
CCS(=O)(=O)N1CC(=O)N(c2cc(C)ccc2C)C(C)(C(=O)NC2CCCCC2)C1 (stereo not given),-1,4.8%,1,-2,.,.,-2,1,0
Cc1csc(NC(=O)c2cc3c(s2)CCCC3)n1,2,2.0%,-12,0,-0.6,3,-44*,11,-1
COc1nc(N(CC(N)=O)S(=O)(=O)c2ccccc2)nc(C)c1Cl,4,0.1%,9,4,0.6,4,7,-2,16
CCc1ccccc1NC(=O)Cn1ncc2c(C)n(Cc3ccccc3F)c(C)c2c1=O,0,?,-2,-14,-0.4,.,3,3,10
COc1ccc(S(=O)(=O)N2CCCC(C(=O)N3CCOCC3)C2)cc1C (stereo not given),9,1.6%,3,-1,0.4,-9,-14,1,-1
COc1ccc(N2C(=O)CC(N3CCN(c4ccccc4OC)CC3)C2=O)cc1 (stereo not given),3,0.9%,-4,-2,0.9,3,11,0,-3
O=C(CN1CCN(c2ccccn2)CC1)Nc1ccc(OC(F)(F)F)cc1,3,0.9%,-4,-15,16,-24,15,2,-11
CCCCC(=O)NNC(=O)N1c2ccccc2Sc2ccccc21,17,-0.3%,-7,4,0.2,-6,-7,1,-1
CCCCn1c(N)c(N(CCOC)C(=O)c2ccc(-c3ccccc3)cc2)c(=O)[nH]c1=O,-4,-0.2%,3,-18,0.0,6,25,2,5
CCCc1cc(-n2ccnc2)n2c(nc3ccccc32)c1C#N,-10,2.2%,-8,-3,7.5,0,-10,21,-6
Cc1ccccc1Cn1cc(NC(=O)c2cc(-c3ccc(Cl)cc3)on2)cn1,-4,1.2%,-1,.,1.0,.,-6,6,-2
Cc1cc(C(=O)N2CCc3ccccc32)c2ccccc2n1,-4,1.4%,-3,-2,-2.4,-15,-2,1,13
COc1cccc(Nc2ncccc2C(=O)Nc2ccccc2)c1,-2,3.1%,-4,-3,0.9,5,3,5,-8
Cc1ccc(NC(=O)NCc2nc3ccccc3n2C)cc1,3,-7.4%,-1,-10,-0.2,6,-1,6,8
CCOC(=O)c1c(NC(=O)COC(=O)Cn2cnc3ccccc32)sc2c1CCC(C)C2 (stereo not given),17,1.0%,0,-16,2.7,2,7,5,-7
CCc1ccccc1OCC(=O)OCC(=O)c1c(N)n(C)c(=O)n(C)c1=O,29,3.9%,5,-11,0.0,-25,5,7,5
O=Cc1ccc(-n2cc(C=O)c3ccccc32)cc1,12,4.7%,-1,1,1.7,8,0,3,-4
O=C(Nc1nnc(Cc2ccc(Cl)cc2)s1)c1ccncc1,2,0.4%,2,0,-0.2,-1,-2,4,8
CN(C)CCNC(=O)Cn1c(=O)c2cccn2c2ccc(F)cc21,0&8,?,-5&-2,0&-4,1.1&-0.5,-8,5&-8,37*!,7&3
O=S(=O)(NCc1cccnc1)c1ccc(Br)c2ccccc12,5,19%,-7,-1,-0.6,5,-13,1,-5
CCC1(C)Cc2c(sc3c2c(=O)n(C)c2nnc(SCc4ccc5c(c4)OCO5)n32)CO1 (stereo not given),-2,3.4%,0,11,1.1,-8,-11,-1,18
COc1ccc(C(O)C(CN2CCOCC2)c2ccccc2)cc1F (stereo not given),2,-1.3%,-1,0,-0.8,-3,-1,3,22
Cc1cc(=O)[nH]c(/N=C(\N)Nc2cccc3ccccc23)n1,4,2.0%,-5,-2,1.2,0,1,0,4
CCOC(=O)Cn1cc(C#N)c2ccccc21,0,-0.4%,-6,-32,0.4,1,-16,1,5
CSc1ccccc1NC(=O)CN(C)Cc1c(O)ccc2ccccc12,0,-5.1%,-2,-6,0.2,3,-9,0,4
CCOc1ccc(S(=O)(=O)N2CCN(C(=O)c3cccnc3)CC2)cc1,-4,-0.7%,-5,-4,1.8,5,-15,0,-1
O=C(Nc1ccccc1-c1nnc(SCc2ccc(Cl)cc2Cl)o1)c1ccccc1,4,1.8%,2,11,0.6,2,13,4,3
O=C(NC(=O)N1CCCCC1)c1ccc(Cl)cc1,1,0.7%,-5,3,.,.,2,2,.
CC(C)c1nc(SCC(=O)Nc2cccc(C(=O)O)c2)c2c3c(sc2n1)CCCC3,1,8.5%,4,-18,1.9,-2,-11,8,13
CCOc1ccc(NC(=O)CCC(=O)NNC(=O)NC2CCCCC2)cc1,-4,1.0%,-1,3,0.1,1,-6,1,0
CCOC(=O)Cn1c(S(=O)(=O)Cc2ccc(Cl)cc2)nc(-c2ccccc2)c1-c1ccccc1,0,0.7%,-1,1,0.7,2,11,12,5
CCC(CC)C(=O)Nc1c2c(nn1-c1ccc(OC)cc1)CS(=O)(=O)C2,3,-0.4%,3,-5,-0.2,2,-5,1,3
c1ccc(CNc2nc(-c3ccccn3)nc3ccccc23)cc1,-6,2.6%,14,-2,.,.,32,3,.
CCOc1ccc(S(=O)(=O)N2CCN(S(=O)(=O)c3ccc(C(C)=O)cc3)CC2)cc1,-6,2.9%,-8,-4,-0.2,36*,6,-1,8
O=C(Nc1ccc(S(=O)(=O)NC2=NCCCCC2)cc1)c1ccc2ccccc2n1,1,1.2%,-10,18,-4.9,2,15,6,-3
CC(C)CC(N)C(=O)OCc1ccc([N+](=O)[O-])cc1 (stereo not given),-2,-0.6%,-4,2,-0.3,-1,-8,5,0
O=C(O)COc1ccccc1/C=N/NC(=O)CNC(=O)c1ccc(F)cc1,7,0.4%,-6,12,0.0,7,-6,6,-2
O=C(c1cc(-c2cccs2)nn1-c1ccccc1)N1CCN(S(=O)(=O)c2ccccc2)CC1,-1,-0.6%,-2,5,-0.2,-25,-9,10,3
O=C(Nc1ccc2c(c1)OCO2)c1ccccc1SCC(=O)N1CCCC1,0,2.8%,-3,-4,0.4,-34,-21,2,-3
Nc1cc(S(=O)(=O)Nc2ccccc2Cl)ccc1N1CCCC1,1,6.1%,-11,-6,-0.1,-2,-25,1,-6
Nc1ccc(Cl)c(NC(=O)c2cccs2)c1,0,-0.1%,4,5,-2.4,0,-8,1,5
CCN(CC(=O)NC1CC1)S(=O)(=O)c1ccc(OC)cc1,-2,0.0%,2,0,0.2,2,-10,1,0
COc1ccccc1C1=NN(C(=S)Nc2ccccc2)C(c2ccco2)C1 (stereo not given),-4,6.8%,-9,.,-1.3,2,-17,3,-6
Cc1ccc(SCCN2C(=O)NC(C)(C)C2=O)cc1,-2,2.6%,-1,-10,-0.1,4,5,1,-6
Cc1ccc(-c2csc3nc(C(C)C)oc(=O)c23)c(C)c1,-12,1.5%,-1,-6,0.3,18,-10,1,-8
COC12NC(=O)N(C)C1(OC)C(=O)N(C)C(=O)N2C (stereo not given),0,-0.2%,1,6,0.6,-19,7,4,-8
COc1ccc(-c2nc3c4cnn(-c5ccccc5F)c4ncn3n2)cc1,-8,12%,0,8,1.8,.,0,0,-9
Nc1ccccc1-c1nc2ccccc2s1,1,5.5%,6,9,-0.7,-2,2,1,-1
COc1cc(C(=O)Nc2cc(-c3nc4cc(C)ccc4o3)ccc2C)cc(OC)c1OC,5,-1.2%,1,-10,0.5,2,14,6,-6
O=C(c1ccc(Cl)cc1)N1CCC(c2nc3ccccc3o2)CC1,-2,-2.9%,1,-26,-0.9,.,12,2,10
Cc1ccc(NC(=O)CSc2nnc(CN3CCOCC3)n2C)cc1C,9,1.3%,-1,-2,-1.0,8,6,1,-11
O=C(COc1ccccc1)Nc1nnc(C23CC4CC(CC(C4)C2)C3)s1,-3,1.0%,2,7,-0.9,6,16,0,-3
O=C(CN1CCCCC1)Nc1nnc(-c2ccccc2)s1,-2,-0.4%,1,.,-0.1,1,19,2,8
COc1ccccc1/C=C1\SC(=S)N(CCC(=O)NCCCN2CCOCC2)C1=O,1,1.7%,5,-7,1.9,-3,-5,3,-5
COc1ccccc1-c1cc(C(=O)NCc2ccccc2)c2c(-c3ccc(C)cc3)[nH]nc2n1,25,-1.4%,-1,-2,0.3,.,0,5,-2
COc1ccccc1NC(=S)NC(=O)/C=C/c1ccco1,-2,3.8%,1,-19,-0.5,-11,-2,2,2

# Sorted by count of non-hydrogen atoms (lowest first): some entries from above.
SMILES,TRHR PAM,RXFP1 ag,D1 potentiator,RXFP1 antag,D2 ag,D2 antag,D1 antagonist,D1 agonist,D2 PAM
Nc1ccccc1-c1nc2ccccc2s1,1,5.5%,6,9,-0.7,-2,2,1,-1
COC12NC(=O)N(C)C1(OC)C(=O)N(C)C(=O)N2C (stereo not given),0,-0.2%,1,6,0.6,-19,7,4,-8
Cc1ccc(-c2csc3nc(C(C)C)oc(=O)c23)c(C)c1,-12,1.5%,-1,-6,0.3,18,-10,1,-8
O=C(c1ccc(Cl)cc1)N1CCC(c2nc3ccccc3o2)CC1,-2,-2.9%,1,-26,-0.9,.,12,2,10
O=C(COc1ccccc1)Nc1nnc(C23CC4CC(CC(C4)C2)C3)s1,-3,1.0%,2,7,-0.9,6,16,0,-3
COc1ccc(-c2nc3c4cnn(-c5ccccc5F)c4ncn3n2)cc1,-8,12%,0,8,1.8,.,0,0,-9
COc1ccccc1/C=C1\SC(=S)N(CCC(=O)NCCCN2CCOCC2)C1=O,1,1.7%,5,-7,1.9,-3,-5,3,-5
COc1cc(C(=O)Nc2cc(-c3nc4cc(C)ccc4o3)ccc2C)cc(OC)c1OC,5,-1.2%,1,-10,0.5,2,14,6,-6
COc1ccccc1-c1cc(C(=O)NCc2ccccc2)c2c(-c3ccc(C)cc3)[nH]nc2n1,25,-1.4%,-1,-2,0.3,.,0,5,-2
